TSHR antag: human thyrotropin receptor antagonism; TSHR-expressing cells, TSH-stimulated cAMP HTRF, 2 h; hits give low values; 0.2% of 330,000 active; AID 504810; activity change, negative = inhibition, % at 11.5 µM;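 active means activity change below a set negative limit, meaning inhibition stronger than a set level, cut at about -70% in these data; inconclusive means activity change between two set negative limits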; further: on the % scale 0 is the no-effect control and ±100 the full control effect
Target sequence (P16473 whole entry, looked up): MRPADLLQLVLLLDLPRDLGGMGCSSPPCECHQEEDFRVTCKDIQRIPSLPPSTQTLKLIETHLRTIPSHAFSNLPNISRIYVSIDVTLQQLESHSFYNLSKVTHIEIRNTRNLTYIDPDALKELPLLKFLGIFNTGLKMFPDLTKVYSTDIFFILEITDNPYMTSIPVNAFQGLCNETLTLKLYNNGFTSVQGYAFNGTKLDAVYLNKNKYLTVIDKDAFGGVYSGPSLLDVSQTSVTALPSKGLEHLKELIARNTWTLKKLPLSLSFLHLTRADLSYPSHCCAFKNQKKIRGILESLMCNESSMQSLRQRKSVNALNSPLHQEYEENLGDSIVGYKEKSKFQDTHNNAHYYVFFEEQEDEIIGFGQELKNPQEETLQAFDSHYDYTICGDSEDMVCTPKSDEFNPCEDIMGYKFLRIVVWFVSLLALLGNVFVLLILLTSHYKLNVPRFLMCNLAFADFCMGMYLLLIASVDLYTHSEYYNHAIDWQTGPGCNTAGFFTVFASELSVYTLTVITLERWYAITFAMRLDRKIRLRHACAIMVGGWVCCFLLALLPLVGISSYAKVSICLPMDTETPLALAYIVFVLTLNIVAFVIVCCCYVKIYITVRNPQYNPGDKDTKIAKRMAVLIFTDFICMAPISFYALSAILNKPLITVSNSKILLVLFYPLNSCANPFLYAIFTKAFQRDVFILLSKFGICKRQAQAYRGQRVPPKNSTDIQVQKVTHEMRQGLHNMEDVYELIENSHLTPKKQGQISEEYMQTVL
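TSHR-expressing cells were treated with compounds, then stimulated with TSH at EC80 (4nM final) for 2 hours at 37 deg C. Cellular cAMP was measured by HTRF competition between lysate cAMP and cAMP-d2 for a cryptate-labelled anti-cAMP antibody.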
a7 integrin act: activators of alpha7 integrin expression for muscular dystrophy | alpha7betagal myoblasts, beta-gal FDG fluorescence, 48 h | Potency, µM (doses to about 38.3 µM), for inactives: at the highest dose activation, hits mostly activators | 0.064% of 350,000 active | AID 624291;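 further: potency means the concentration at half of the fitted maximal effect; 100% = response of the positive control SU9516; nearly all actives have a fitted effect of over 60% in size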
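alpha7betagal+/- myoblasts (passage 13, 250/well) treated 48 h at 37C with compounds at 1:260 dilution of DMSO stock. Lysed, then beta-galactosidase activity read as FDG fluorescence (ex 480/em 540) after 30 min, with pre-read for autofluorescence.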
MBNL1 CUG block: inhibitors of human MBNL1 binding to CUG repeat RNA | TR-FRET MBNL1-His/biotin-(CUG)12 binding, 665/545 ratio | AID 2675 | Potency, µM (doses to about 57.5 µM), without a hit: top-dose activity change, negative = inhibition, hits mostly inhibitors | 0.036% of 280,000 active | Q9NR56; active means well fitted inhibition curve with a large enough effect in the signal ratio, with a control signal flat, not every such curve was filed as active; inconclusive means small, poorly fitted or top-dose-only effect, or effect the other way, or a change in a side signal; inactive means no such curve, though single readings can be large or run the other way; the % refers to the signal ratio; further: potency means the concentration at half of the fitted maximal effect; on the % scale 0 is the no-effect control and ±100 the full control effect
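Ratiometric TR-FRET (665 over 545 nm, excitation 340 nm) tracks disruption of MBNL1-His/biotin-(CUG)12 complex after 60 min at room temperature, with compounds at 92 nM to 58 uM final.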
AT treatment: potential ataxia-telangiectasia treatment; […] A-T fibroblasts, KAP-1 phosphorylation AlphaLISA; neocarzinostatin DNA damage 30 min before lysis; Potency, µM (series often up to 57.5 µM), without a hit: at the top dose activation, usual class: activators; 0.19% of 320,000 active; AID 485349; further: potency means the concentration at half of the fitted maximal effect; % of control where 0% means no effect; nearly all actives have a fitted effect of over 45% in size
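hTERT-immortalized A-T patient fibroblasts ([…]), 500 cells/well in OPTI-MEM, 1% FBS, got compounds for 60 min, then NCS for 30 min at 37C. Lysates were then assayed for phospho-KAP-1 by AlphaLISA (anti-pKAP1 donor, anti-KAP1 acceptor beads), 6 hr at 25C.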
TSG101-PTAP inh: blocks PTAP/TSG101 interaction to inhibit HIV-1 budding | Q99816 | Fluorescence polarization, FITC-PTAP peptide / Tsg101 binding | Potency, µM (top dose mostly 115 µM), for inactives: at the top dose activity change, negative = inhibition, usual class: inhibitors | 340,000 tested, under 10 active | AID 493005; active means well fitted inhibition curve with a large enough effect in the main read-out, with a control signal flat, not every such curve was filed as active; inconclusive means small, poorly fitted or top-dose-only effect, or effect the other way, or a change in a side signal; inactive means no such curve, though single readings can be large or run the other way; further: potency means the concentration at half of the fitted maximal effect; % of control where 0% means no effect
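Tsg101 binding domain (10 uM final) was mixed with compound and a FITC-labeled PTAP peptide (50 nM final) in HEPES pH 7.5 buffer with NaCl, Tween 20, EDTA and TCEP; fluorescence polarization was read after 20 min at r.t.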
ASM inhibitor: human S-ASM enzyme inhibition; 0.006% of 340,000 active; Potency, µM (top dose mostly 57.5 µM), inactives show at the top dose activity change, negative = inhibition, most hits filed as inhibitors; P17405; placental ASM, HMU-PC fluorogenic substrate, 60 min; further: potency means the concentration at half of the fitted maximal effect
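Human placenta-derived ASM preincubated with compound 10 min at room temperature, then reacted with 9 uM (final) fluorogenic HMU-PC substrate for 60 min at 37 C. Stop solution raises pH to 10; fluorescence read at Ex 386/Em 447 nm.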
TCR act: T cell receptor activation; primary human leukocytes, anti-CD3, IL-2 HTRF, 48 h; Potency, µM (top dose mostly 9.22 µM), for the others: at the highest dose activation of IL-2 secretion, most hits filed as activators; 330,000 tested, under 10 active; further: % of control where 0% means no effect
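48 hr co-incubation of compounds, a-CD3 beads and primary human leukocytes; IL-2 quantified homogeneously by HTRF with anti-IL-2 K and d2 conjugates.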
Mito fusion yeast: inhibitors of mitochondrial division or activators of mitochondrial fusion; 0.23% of 320,000 active; Potency, µM (top dose mostly 46.1 µM), for inactives: at the highest dose growth rescue (activation), actives largely listed as activators; AID 485298; S. cerevisiae fusion-defective mutant growth rescue, CellTiterGlo 48 h;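 further: potency means the concentration at half of the fitted maximal effect; % of control where 0% means no effect; nearly all actives have a fitted effect of over 45% in size; temperature-sensitive fusion mutants such as fzo1-1 at 37 °C on non-fermentable ethanol glycerol medium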
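Temperature-sensitive fusion-defective S. cerevisiae (e.g. fzo1-1, mgm1-5) were grown with compound in YPEG medium (3% ethanol, 3% glycerol) for 48 hours at 37C. Growth rescue was measured as viability by CellTiterGlo luminescence after 10 minutes at ambient.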
Menin MLL FP TR: menin-MLL binding inhibition, Texas Red mutant peptide; O00255; Menin + Texas Red MLL mutant peptide, fluorescence polarization; Potency, µM (top dose mostly 61.6 µM), for the others: at the highest dose FP activity change, negative = inhibition, hits mostly inhibitors; 0.23% of 270,000 active; AID 1768; active means well fitted inhibition curve with a large enough effect in the polarisation, with a control signal flat, not every such curve was filed as active; inconclusive means small, poorly fitted or top-dose-only effect, or effect the other way, or a change in a side signal; inactive means no such curve, though single readings can be large or run the other way; the % refers to the polarisation; further: potency means the concentration at half of the fitted maximal effect; % of control where 0% means no effect; many of its hits are not listed in these tables
MLL CXXC-DNA inh: blocks binding of human MLL CXXC domain to DNA; Q03164; MLL-CXXC / FITC-HOXA9 DNA fluorescence polarization; Potency, µM (titrated, usually from 115 µM), for the others: at the highest dose activity change, negative = inhibition, most hits filed as inhibitors; 0.037% of 290,000 active; AID 2662; active means well fitted inhibition curve with a large enough effect in the polarisation, with a control signal flat, not every such curve was filed as active; inconclusive means small, poorly fitted or top-dose-only effect, or effect the other way, or a change in a side signal; inactive means no such curve, though single readings can be large or run the other way; the % refers to the polarisation; further: potency means the concentration at half of the fitted maximal effect
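Steps: dispense CXXC domain solution (7 uM) → pin compounds or unlabeled HOX-A9 DNA control → 5 min ambient → add FLSN-HOX-A9 solution (50 nM) → spin → 30 min ambient → fluorescence polarization. Tris pH 7.5/NaCl/DTT/BSA buffer.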
* hit, by the source's call; ? = inconclusive; . = no result given; & = joins results of further samples; [ ] = remark or other dose. Unless noted, the call rests on the fitted dose curve; in most records, active means well fitted curve in the direction sought with a large enough effect; inconclusive means small, poorly fitted or top-dose-only effect, or another doubt; inactive means no such curve, though single readings can be large; an effect the other way counts as inactive or inconclusive.

structure | TSHR antag | a7 integrin act | MBNL1 CUG block | AT treatment | TSG101-PTAP inh | ASM inhibitor | TCR act | Mito fusion yeast | Menin MLL FP TR | MLL CXXC-DNA inh
CCOc1ccc(C/C(O)=C2\C(=O)CC(C)(C)CC2=NCC(=O)O)cc1OCC | 4.4 | -20.8% | -6.6% | -0.5% | -4.4% | 6.0% | 9.7% | -0.5% | 4.9% | 5.9%
CCCc1nc2ccccc2c(C(=O)OCC(=O)Nc2cccc(S(=O)(=O)N3CCOCC3)c2)c1CC | . | -36.2% | -2.1% | 4.7% | -2.8% | -15.4% | . | 5.4% | ? | -2.2%
Cc1cc(C)n(-c2cc(C(C)(C)C)nc3c(-c4ccccc4)cnn23)n1 | -6.4 | -0.4% | 0.1% | 7.2% | -10.8% | -4.5% | -24.0% | 8.0% | . | 1.3%
COc1ccc(/C=C/C(=O)N(C)C2CCS(=O)(=O)C2)cc1OC (stereo not drawn) | 11.0 | 12.8% | 4.0% | 0.9% | -4.4% | 6.2% | -4.1%[46.1 µM] | 4.1% | -1.0% | -1.0%
COc1ccc(C)cc1S(=O)(=O)N(C)CC(=O)Nc1ccccc1 | -7.2 | -6.9% | -0.6% | -4.0% | -6.4% | -2.4% | -0.9% | 1.0% | -2.9% | -1.3%
CCCCc1ccccc1NC(=S)NC1CCCC1 | 4.1 | ? | -3.0% | 8.1% | 1.5% | -1.8% | -2.1% | -11.3% | -25.6% | 2.1%
O=C1c2ccccc2NC2(CCCCC2)N1c1ccc(O)cc1 | 17.2 | 18.5% | 12.3% | 2.9% | -5.9% | 9.4% | 2.0% | -8.1% | -13.0% | -0.3%
CCOC(=O)N1CC=C2C(C#N)=C(N)C(C#N)(C#N)[C@H](c3ccccc3OCC)[C@H]2C1 | 4.0 | -25.8% | 2.6% | -1.2% | . | 58.3%[activator] | . | -1.0% | 20.3% | 3.7%
CN(C(=O)c1cccc(NC(=O)Cc2cccc([N+](=O)[O-])c2)c1)C1CCCCC1 | -16.1 | 28.7% | . | 1.1% | -4.5% | -0.5% | -1.2% | . | . | .
Cc1cc(NC(=O)CSc2nnc(-c3cccnc3)n2C2CCCCC2C)no1 (stereo not drawn) | -0.9 | 10.5% | 1.4% | . | -1.3% | 4.1% | -3.9% | -1.4% | 0.7% | -3.8%
COc1ccccc1-c1nnc(-c2ccc(N3CCOCC3)cc2)o1 | -19.2 | -5.0% | 18.8% | . | -4.9% | . | 0.3%[46.1 µM] | 11.2% | 20.1% | -1.9%
CN(C(=O)CSc1nc2ccccc2n1C)C1CCS(=O)(=O)C1 (stereo not drawn) | -4.5 | 10.1% | . | 2.7% | -4.6% | -1.4% | -0.3% | -3.9% | . | .
CCOc1ccc(S(=O)(=O)N2CCN(C(=O)c3oc4ccc(OC)cc4c3C)CC2)cc1 | -3.0 | 8.2% | . | -0.7% | -1.5% | -4.5% | -1.9% | 16.5% | . | .
N#CC1(NC(=O)CSc2nnc(Nc3ccccc3F)s2)CCCC1 | -1.1 | 7.3% | . | 9.7% | 0.6% | 1.2% | 2.4% | -3.1% | . | .
CC(C)N(Cc1nc(-c2ccc(Cl)cc2)no1)C(=O)CCCN1C(=O)c2ccccc2C1=O | ? | 11.5% | 13.5% | 1.4% | -6.6% | -0.1% | -3.8% | 15.1% | -0.4%[11.7 µM] | -1.8%
O=C(Nc1ccc(C(=O)NCc2ccccc2Cl)cc1)C1=CSCCO1 | -134.7* | 0.3% | -6.8% | 3.9% | -5.3% | -0.9% | -2.4% | 10.3% | 32.1%[activator] | 3.4%
CN(C1CCCCC1)S(=O)(=O)c1ccc(NC(=O)CCC(=O)O)cc1 | 3.2 | -7.4% | 4.5% | . | -2.4% | -0.1% | 0.0%[46.1 µM] | -0.3% | 16.3% | 0.3%
O=C(CCCN1C(=O)c2cccnc2C1=O)Nc1ccc(F)cc1Cl | -1.5 | ? | ? | -6.5% | -5.7% | 3.3% | 1.4% | 6.8% | 7.9% | -2.6%
COCCCNC(=S)N(CCN(C)C)Cc1cc2cc3c(cc2[nH]c1=O)OCCO3 | 8.6 | -5.5% | ? | -10.4% | -3.3% | 46.0%[activator] | 3.7% | 2.5% | 3.4% | 2.9%
Cc1c(CN2CCN(CC(C)C)C(CCO)C2)[nH]c2ccc(Cl)cc12 (stereo not drawn) | -11.2 | -36.7% | 15.5% | 5.8% | -1.0% | 1.2% | -5.5% | -5.3% | 6.2% | 3.2%
O=c1[nH]c2ccccc2c(O)c1Cc1ccccc1 | -6.1 | -269.9%[inhibitor] | ? | 4.5% | 0.1% | -1.5% | 6.0% | -3.5% | -1.6% | -11.9%
COc1ccc(CNC(=O)C[C@H]2C[C@H](C(=O)N(C(C)C)C(C)C)[C@@]3(C)c4[nH]c5cc(-c6ccco6)ccc5c4CCN3C2=O)cc1OC | -4.3 | -12.0% | . | -47.8%[inhibitor] | -5.4% | ? | 0.8%[46.1 µM] | . | . | .
O=C(COC(=O)c1ccc(S(=O)(=O)Nc2ccccc2)cc1)NCc1ccco1 | -2.5 | 0.3% | -13.9% | . | -0.1% | -1.8% | 4.0% | -1.6% | ? | 1.1%
O=C1C=C(Nc2ccccc2)CC(c2ccccc2)C1 (stereo not drawn) | -5.9 | 14.0% | -15.3% | -2.4% | -2.5% | 8.5% | -0.4% | 16.7% | -1.2% | -5.0%
CC1CCCCN1c1nc2nonc2nc1N1CCCCC1C (stereo not drawn) | -15.7 | 16.0% | 14.7% | -8.7% | -4.9% | -2.6% | -4.7%[46.1 µM] | 1.3% | -27.9% | 4.4%
COC(C[C@H](O)C[C@@H](O)[C@H](C)OCc1ccccc1)OC | 1.6 | -0.5% | 0.5% | 16.1% | 5.3% | 4.3% | -35.0% | -11.7% | . | -4.8%
CC(C)Oc1ccc(C(CC(=O)O)Cc2ccccc2)cc1 (stereo not drawn) | -1.4 | 0.2% | -0.1% | -8.6% | -2.7% | -1.3% | -3.8% | 21.4% | 15.3% | -3.5%
CCC1COC(c2cccn2Cc2ccccc2Cl)=N1 (stereo not drawn) | 3.5 | -25.8% | -4.2% | 17.6% | 1.8% | 1.5% | -2.4% | -0.9% | -3.1% | 14.0%
Cc1c(O)cccc1C(=O)N[C@@H](CSc1ccccc1)[C@H](O)CN1C[C@H]2CCCC[C@H]2C[C@H]1C(=O)NC(C)(C)C | 15.1 | . | -2.0% | 18.9% | 1.4%&0.3% | -4.2%&-2.2% | -0.3%&2.6% | 2.3% | ? | 4.6%&-11.0%
N#CC(C#N)=C1CCc2ccccc2N1 | 1.9 | -26.1% | -9.5% | 5.8% | -10.4% | 1.4% | 4.0%[46.1 µM] | 5.3% | 4.4% | 1.0%
CCOC(=O)C1=C(CCc2ccccc2)NC(=O)NC1c1ccc2ccccc2c1 (stereo not drawn) | -7.4 | 0.4% | 8.3% | 7.1% | -4.6% | -13.6% | 0.9% | 1.8% | 3.6% | 7.1%
COc1ccccc1CCC(=O)OCC(=O)Nc1ccc2[nH]c(=O)[nH]c2c1 | 4.2 | 40.8% | . | 3.2% | -1.9% | 2.0% | -9.9% | 2.7% | . | .
O=C(NCc1ccc2c(c1)OCO2)c1ccc(COc2cc(Cl)ccc2Cl)o1 | -1.5 | . | 4.4% | 2.4% | -4.6% | -9.0% | -3.5% | 14.1µM* | 7.7% | -0.1%
COc1ccc(/C=C2\N=C(SC)NC2=O)cc1 | . | 17.7% | ? | . | -2.5% | -5.6% | 0.3% | -6.8% | 2.5% | -1.6%
CC1(C)Cc2ccccc2/C(=C/C(=O)N2CCCCCC2)N1 | -11.5 | -25.4% | 3.6% | 12.4% | -1.2% | -1.0% | -6.3% | 7.0% | ? | 6.0%
COc1cccc(CC(=O)Nc2ccc3c(c2)CCC3)c1 | -8.1 | 15.0% | -2.9% | 6.1% | -3.0% | -4.4% | -3.5% | -0.9% | 6.9% | 6.4%
COc1ccccc1OC(C)C(=O)N(Cc1ccco1)C1CCS(=O)(=O)C1 (stereo not drawn) | 6.9 | 3.0% | -6.6% | 0.2% | -1.5% | -2.9% | 2.0% | -0.6% | 2.9% | .

Screening data from PubChem.

This is a subset. The share of hits here may be higher or lower than overall.
